Screens deposited in PubChem by several laboratories.
DNMT1 block = blocks human DNA methyltransferase DNMT1; P26358; DNMT1 molecular beacon, Hinp1I cleavage, fluorescence; inhibition (reported as % activation of signal), % at 10 µM; actives 0.83% (n = 360,000); AID 588458; in the data active = inhibition above about 50%
Scp-1 inhibitor = blocks human Scp-1 phosphatase activity; Q9GZU7; Recombinant Scp1, phosphopeptide, malachite green phosphate absorbance; inhibition, % at 20 µM; actives 0.88% (n = 340,000); AID 493091;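 active = inhibition above about 50% at 20 µM, limit read from the data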;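 also: plate controls were DMSO wells with enzyme for no effect and wells lacking enzyme for full effect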
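Material: truncated SCP-1 phosphatase (76-261aa) / Buffer or medium: 50 mM Tris acetate pH 5.5, 0.005% Tween-20, 10 mM MgCl2 / Compound dosing: one concentration, 20 µM, with 1.0% DMSO / Incubation: 45 min room-temperature reaction, 5 min colour, 30 min stabiliser / Detection: colorimetric free-phosphate detection, absorbance 630 nm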
NadD block = blocks S. aureus nicotinate mononucleotide adenylyltransferase; AID 602399; purified NadD enzyme, colorimetric absorbance read-out; inhibition, % at 20 µM; actives 0.78% (n = 360,000); in the data active = inhibition above about 26%; also: some compounds past the cut are filed as inactive
SUMO1-SIM PPI = alters human SUMO1 binding to SIM partners; P63165; SUMO1 binding to a labelled peptide, TR-FRET, 1 h; actives 0.33% (n = 360,000); inhibition, % at 20 µM; AID 602429; in the data active = inhibition above about 37%
Target sequence (P63165 whole entry, looked up): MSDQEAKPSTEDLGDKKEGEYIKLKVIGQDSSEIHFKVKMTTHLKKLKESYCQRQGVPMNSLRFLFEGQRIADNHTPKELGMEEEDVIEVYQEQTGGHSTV
CSN inh = inhibitors of human CSN-mediated cullin deneddylation | Q92905 | actives 0.38% (n = 360,000) | inhibition, % at 12.5 µM | Purified CSN, SCF-Nedd8-OG deneddylation, fluorescence polarization | AID 651999;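 active = pattern-corrected inhibition above about 35%, with an unprinted fluorescence ratio check between 0.5 and 1.5, limit read from the data, passing the limit was not always enough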;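 also: 0% = enzyme with substrate and 100% = substrate without enzyme; some results filed as inactive read as strong as hits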
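assay system = purified human Csn5 enzyme expressed in HEK293T cells | amount = 0.24 nM enzyme | buffer or medium = Tris/NaCl/DTT buffer, pH 7.5 | reagent = 10 nM SCFSkp2-Nedd8OG | compound = one concentration, 12.5 µM, 0.25% DMSO | times = 90 min reaction at room temperature | signal = FP | read-out basis = % inhibition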
TbMetRS inhib = Trypanosoma brucei MetRS inhibition | actives 0.4% (n = 360,000) | inhibition, % at 11.9 µM | purified T. brucei MetRS, ATP depletion, Kinase-Glo luminescence | AID 624268;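 active = inhibition above a per-plate cutoff of the control wells' mean inhibition plus 3 SD, cut at about 5.5% in these data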;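 also: 0% = DMSO wells median and 100% = median of wells with control inhibitor compound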
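Material: T. brucei methionyl-tRNA synthetase, purified; reagent: substrates ATP, L-methionine and bulk Escherichia coli tRNA; dosing: 11.9 µM single point; timing: 15 min plus 2 h at 25 °C; detection: luminescence of leftover ATP; evaluation: % inhibition; control set: DMSO-only wells as low control; replicates: singlicate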
Rpn11 inh = blocks the human proteasome subunit Rpn11. O00487. human 26S proteasome, Ub4-pepOG fluorescence polarization; 20S core pre-blocked with epoxomicin. calls only at 20 µM. actives 0.59% (n = 360,000). AID 588493;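 active = inhibition at 20 µM, scaled to each plate's controls, above about 33%, limit read from the data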
Target sequence (O00487 whole entry, looked up): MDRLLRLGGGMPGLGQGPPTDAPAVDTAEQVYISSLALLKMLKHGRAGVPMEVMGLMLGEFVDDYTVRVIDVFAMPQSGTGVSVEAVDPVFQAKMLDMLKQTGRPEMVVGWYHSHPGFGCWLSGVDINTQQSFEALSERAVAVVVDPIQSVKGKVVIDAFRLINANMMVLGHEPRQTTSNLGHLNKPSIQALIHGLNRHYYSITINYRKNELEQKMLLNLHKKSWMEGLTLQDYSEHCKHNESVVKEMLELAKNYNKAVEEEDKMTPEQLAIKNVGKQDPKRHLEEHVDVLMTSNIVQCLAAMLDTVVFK
STEP block = blocks human striatal-enriched tyrosine phosphatase; P54829; inhibition, % at 20 µM; AID 588621; actives 0.25% (n = 360,000); recombinant STEP, OMFP fluorogenic substrate, fluorescence;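 active = inhibition at 20 µM, scaled per plate between control wells, above about 37%, limit read from the data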;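 also: 0% = DMSO with enzyme and substrate and 100% = substrate only without enzyme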
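medium = Bis-Tris buffer pH 6.0, 2.5 mM DTT, 0.005% Tween 20 | test system = STEP (striatal-enriched tyrosine phosphatase) enzyme, cell-free | measure = normalized % inhibition | compound dosing = 20 µM, 1% DMSO | also added = 25 µM OMFP | schedule = reaction 20 min, ambient temperature | measured by = fluorescence read at 480 nm ex / 540 nm em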
MLLE-PAM2 inh = inhibitors of microRNA-mediated deadenylation, human PABP1 MLLE binding; inhibition, % at 20 µM; GST-MLLE / FITC-PAM2 fluorescence polarization; actives 0.36% (n = 360,000); in the data active = inhibition above about 35%, passing the limit was not always enough;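 also: plate controls were DMSO wells with GST-MLLE for no effect and wells lacking GST-MLLE protein for full effect; some results filed as inactive read as strong as hits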
Target sequence (P11940 whole entry, looked up): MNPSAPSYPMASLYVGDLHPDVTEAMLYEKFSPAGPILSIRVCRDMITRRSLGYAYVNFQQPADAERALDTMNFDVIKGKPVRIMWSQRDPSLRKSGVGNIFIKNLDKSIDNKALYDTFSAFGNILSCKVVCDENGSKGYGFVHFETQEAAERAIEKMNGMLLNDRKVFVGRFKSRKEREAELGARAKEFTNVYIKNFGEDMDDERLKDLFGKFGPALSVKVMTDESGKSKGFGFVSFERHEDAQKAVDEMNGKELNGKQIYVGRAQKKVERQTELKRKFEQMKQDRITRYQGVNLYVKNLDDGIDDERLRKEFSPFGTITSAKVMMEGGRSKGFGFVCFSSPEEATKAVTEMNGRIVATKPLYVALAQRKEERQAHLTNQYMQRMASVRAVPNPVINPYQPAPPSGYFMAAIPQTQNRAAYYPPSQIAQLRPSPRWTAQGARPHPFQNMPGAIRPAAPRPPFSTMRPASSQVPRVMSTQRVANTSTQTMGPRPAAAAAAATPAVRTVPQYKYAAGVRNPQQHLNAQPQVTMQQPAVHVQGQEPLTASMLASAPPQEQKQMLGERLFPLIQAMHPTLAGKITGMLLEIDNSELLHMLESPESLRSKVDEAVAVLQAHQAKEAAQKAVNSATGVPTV
LMPTP inh = blocks human LMPTP phosphatase; recombinant LMPTP-A, OMFP fluorogenic substrate, fluorescence intensity; inhibition, % at 20 µM; actives 0.22% (n = 360,000);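 active = compounds that cut the enzyme signal by at least half of the control window in the single-dose screen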;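 also: plate controls were DMSO wells with enzyme plus substrate for no effect and substrate without enzyme for full effect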
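Test system – LMPTP-A phosphatase enzyme · Quantity – 0.625 nM LMPTP-A final · Reagent – OMFP substrate, 400 µM final · Dosing – one test concentration per compound, 20 µM, with 3% DMSO overall · Timing – 50 min enzyme reaction at room temperature, protected from light · Detection – fluorescence intensity · Controls – substrate-only low control, DMSO enzyme-plus-substrate high control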
* hit, by the source's call; i = inactive; . = not tested or not shown.

SMILES	DNMT1 block	Scp-1 inhibitor	NadD block	SUMO1-SIM PPI	CSN inh	TbMetRS inhib	Rpn11 inh	STEP block	MLLE-PAM2 inh	LMPTP inh
Cc1ccc(S(=O)(=O)NNC(=O)Nc2ccc(C)c(C)c2)c(C)c1	0	-8	-6	0	2	0.5	i	-2	-12	0.9
CC(=O)NNC(=S)NC(=O)c1ccccc1	1	-4	0	2	-3	0.5	i	3	10	1.9
COc1ccc(Cn2nnc3c(=O)[nH]c(C4CCN(S(=O)(=O)c5ccc(C)cc5)CC4)nc32)cc1	-1	-5	25	1	2	-0.3	i	-2	-9	2.0
Cc1ncc([N+](=O)[O-])n1CCOC(=O)Nc1ccc(Cl)c(Cl)c1	-2	-7	-1	-19	-2	-0.2	i	-4	2	0.2
CN=C(Nc1cc(C)nn1-c1ccccc1)c1ccccc1F	0	-4	14	3	2	-0.5	i	-2	9	-1.0
O=C(COC(=O)COc1cccc(Br)c1)Nc1c(Cl)cccc1Cl	-2	-8	-9	0	3	0.6	i	-2	-16	0.9
Cc1noc(C)c1CSCC(=O)NC1=NCCS1	-2	-2	6	-4	-3	-1.1	i	4	8	5.3
Cc1ccc(N2C(=O)c3ccccc3C2=O)cc1Cl	1	-1	-3	-4	2	-1.6	i	0	15	0.5
O=C(O)Cn1ccc2ccccc21	0	-4	-6	2	0	-0.8	i	-2	-1	-0.5
COc1ccc(C(=O)Cn2cnc3ccc(Cl)cc3c2=O)cc1F	-6	-5	-2	-17	4	1.1	i	-2	-2	0.6
CC(C(=O)Nc1ccccc1)N1C(=O)c2ccccc2C1=O (stereo not drawn)	-1	1	0	-4	-4	-1.1	i	-2	5	0.9
Cc1ccc(-c2nnc(N3CCCCC3)c3ccccc23)cc1S(=O)(=O)N1CCN(C)CC1	-4	-2	-3	11	-4	0.9	i	3	1	1.2
COc1ccc(C2CC(=O)c3cnc(N4CCN(Cc5ccccc5)CC4)nc3C2)cc1 (stereo not drawn)	-1	-2	2	-1	-1	-1.6	i	-2	4	1.6
O=C(Cn1c(NCCCO)nc2ccccc21)c1ccc(Br)cc1	2	9	-6	-2	2	-0.4	i	0	-2	14
Cc1ccc(C(=O)N2CCN(c3ccc([N+](=O)[O-])c(NCc4ccco4)c3)CC2)cc1	-10	-13	-1	-15	-5	-0.8	i	6	11	10
O=C(NCCc1ccccc1Cl)C1CCC(=O)N(Cc2ccc(Cl)cc2)C1 (stereo not drawn)	-2	-7	2	-1	-2	-0.3	i	-1	-8	-0.8
O=C(CCc1ccccc1)c1c(O)cc(O)cc1O	-41	-4	-1	15	3	0.5	i	-4	-4	3.8
CC1(NC(=O)CN2CCN(c3cnn(-c4ccccc4)c(=O)c3Cl)CC2)CCS(=O)(=O)C1 (stereo not drawn)	-6	2	10	-11	0	-0.1	i	-3	-15	0.4
O=C(O)Cn1cnc2c(oc3ccccc32)c1=O	-3	12	-4	-1	4	-0.9	i	-2	11	-1.0
CC(C)(C)OC(=O)N1Cc2cc3ccccc3nc2C1CO (stereo not drawn)	0	-4	-4	-3	2	-0.4	i	0	2	0.1
Cc1ccc(O)c(C=Nc2cc(C)ccc2O)c1	-2	-8	0	3	10	-0.6	i	4	4	0.0
O=C1C2CCCCN2C(=O)N1CCCCN1CCN(c2cccc(C(F)(F)F)c2)CC1 (stereo not drawn)	0	23	-5	1	0	-0.9	i	-2	-12	-2.3
CCCCSc1nnc(-c2ccc(C)cc2)n1C	3	-2	3	0	-3	0.0	i	-2	-2	-4.2
CCN1CCN(C2=C(NS(=O)(=O)c3ccccc3)C(=O)c3ccccc3C2=O)CC1	-3	-11	0	-35	1	-0.4	i	-1	31	-0.2
CCOC(=O)CC1CCCCN1Cc1nc(-c2ccc(F)c(OC)c2)oc1C (stereo not drawn)	-3	-4	-4	2	2	-0.5	i	1	3	0.6
COc1cccc(C(=O)NC(C)C(c2cccs2)N2CCN(C)CC2)c1 (stereo not drawn)	6	-2	10	-3	-5	-0.5	i	-1	5	0.0
COC(=O)c1cc(C(=O)OCC(=O)N(C)c2ccccc2)cc([N+](=O)[O-])c1	4	-6	-7	-39	-2	0.6	i	0	6	-0.5
CCN(CC)c1ccc(NC(=O)C2CCCN(S(=O)(=O)c3cnc[nH]3)C2)c(C)c1 (stereo not drawn)	-4	3	-1	3	-2	0.1	i	0	-17	-2.4
COCC(=O)NC1CC2CCCC(C1)N2Cc1ccccc1 (stereo not drawn)	6	2	-1	1	-4	-0.6	i	4	7	-1.6
O=C(Cc1c(Cl)cccc1Cl)OCc1ccccn1	-6	6	-2	5	-2	-0.4	i	0	3	1.3
CC(=O)SCC(=O)N=c1sc2cc(F)ccc2n1C	2	2	-5	1	3	-0.9	i	-1	23	0.3
C=CCc1cc(OC)ccc1OCCN(C)Cc1ccccc1	15	-7	-6	-4	3	-0.9	i	1	1	-1.9
O=C(C[C@H]1CC[C@@H](NC(=O)c2ccncc2)[C@@H](CO)O1)NCC1CC1	.	.	.	5	-2	0.3	.	.	.	1.8
CCc1cc2c(NCCO)ncnc2s1	-1	-5	-2	3	5	0.7	i	4	-4	-0.3
COc1ccc(/C=N\NC(=O)c2ccc(-c3ccccc3)cc2)cc1COC(C)=O	-4	-5	12	1	4	-0.3	i	4	0	1.4
O=C(COc1ccc2c3c(c(=O)oc2c1)CCCC3)N1C[C@H]2C[C@@H](C1)c1cccc(=O)n1C2	-1	18	7	1	-4	0.0	i	2	6	-1.8
Cc1ccc(C)c(Cn2nnc3c(=O)[nH]c(C4CCCN(C(=O)C5CCC5)C4)nc32)c1 (stereo not drawn)	0	-8	10	0	1	-0.5	i	-4	9	-1.5
Cc1ccc(-n2c(=O)[nH]c3ncccc3c2=O)cc1	0	-4	2	-1	-9	-0.6	i	-4	1	0.0
O=C(CCNC(=O)c1ccc(Cl)cc1)NCCCN1CCOCC1	-3	-13	6	-47	-6	-0.3	i	0	-1	-7.5
CC(/C=C/c1ccccc1)=N\NC(=O)CSc1ccccn1	42	-3	0	-18	0	0.1	i	2	-4	-1.1
Cc1ccc(NC(=O)CN2CCC(Cc3ccccc3)CC2)cc1S(=O)(=O)N(C)C	-3	2	-3	2	-7	-0.3	i	0	-18	0.3
CC(=O)Oc1ccc(C(=O)Nc2cc(C)ccc2NC(=O)COc2ccccc2)cc1	-4	-1	-7	8	2	-0.5	i	15	-12	-0.3
COC(=O)Cc1c(O)ccn(CCc2c[nH]c3ccc(OC)cc23)c1=O	-1	-2	1	1	-4	2.3	i	6	-4	-1.1
OCc1nc2ccccc2n1CCCOc1ccc(Br)cc1	-14	9	3	1	-2	2.1	i	5	-22	2.0
Cc1ccc(Cc2c(C)nc3nc(SCC(=O)NCc4ccco4)nn3c2C)cc1	1	-10	10	-1	6	-0.1	i	2	-8	-1.1
CN(CCC#N)C(=O)CSc1ncnc2sc(-c3ccccc3)cc12	2	-5	-2	-16	2	-0.4	i	1	-4	-0.6
C(=NOCc1ccccc1)c1cccnc1	0	0	-1	3	0	-0.3	i	-1	-4	0.9
Cc1cc(C)n(-c2ccc(Oc3ccccc3)c(S(=O)(=O)O)c2)n1	28	65*	2	1	-9	0.8	i	37	-6	3.9
CCOc1ccccc1NC(=O)NNS(=O)(=O)c1cc(C)ccc1C	-1	-5	3	-2	3	-0.2	i	2	5	0.1
C=CCn1c2ccccc2n2nc(C)c(=O)nc12	3	-2	1	12	-1	-1.2	i	1	15	-0.1

For reference, part of the list above.
SMILES	DNMT1 block	Scp-1 inhibitor	NadD block	SUMO1-SIM PPI	CSN inh	TbMetRS inhib	Rpn11 inh	STEP block	MLLE-PAM2 inh	LMPTP inh
Cc1ccc(NC(=O)CN2CCC(Cc3ccccc3)CC2)cc1S(=O)(=O)N(C)C	-3	2	-3	2	-7	-0.3	i	0	-18	0.3
CC(=O)Oc1ccc(C(=O)Nc2cc(C)ccc2NC(=O)COc2ccccc2)cc1	-4	-1	-7	8	2	-0.5	i	15	-12	-0.3
COC(=O)Cc1c(O)ccn(CCc2c[nH]c3ccc(OC)cc23)c1=O	-1	-2	1	1	-4	2.3	i	6	-4	-1.1

Further records follow:
SMILES	DNMT1 block	Scp-1 inhibitor	NadD block	SUMO1-SIM PPI	CSN inh	TbMetRS inhib	Rpn11 inh	STEP block	MLLE-PAM2 inh	LMPTP inh
Cc1ccc(S(=O)(=O)N2CCC(C(=O)OCC(=O)N3CC(C)CC(C)C3)CC2)cc1C (stereo not drawn)	-2	8	0	6	-6	-0.5	i	0	-1	0.1
COc1cccc(NC(=O)CSc2nnc(Cc3cccn3C)n2-c2ccc(F)cc2)c1	76*	0	-2	-9	2	-1.6	i	-1	-19	0.4
COc1cc(OC)cc(C(=O)N[C@H](C(=O)Nc2ccc(NC(C)=O)cc2)C(C)C)c1	1	-2	-1	1	5	-0.5	i	-2	2	-0.1
COc1cccc2cc(C(=O)n3ccc(C)n3)c(=O)oc12	3	0	-1	-14	0	-0.2	i	5	-11	-0.4
CCN(CC(=O)Nc1ccc(NC(C)=O)cc1)C(=O)C1(c2ccc(Cl)cc2)CCC1	0	.	-1	3	4	-0.3	i	0	-2	-2.3
CC(C)CC(=O)NN1CCCCC1	-1	-2	-2	0	2	-1.3	i	4	13	-2.0
COc1ccc(-n2c(SCC(=O)Nc3ccc(Br)cc3)nc(O)cc2=O)cc1	-5	-17	-1	-3	-2	-0.1	i	-2	8	0.5
N#CC1=C(c2ccccc2)/C(=C/c2ccccc2)OC1=O	19	-7	0	6	16	-0.9	i	4	11	-0.2
O=C(O)C1CCCN1S(=O)(=O)c1ccc(Cl)c(Cl)c1 (stereo not drawn)	5	10	4	1	-4	-1.5	i	-5	5	-1.8
CCNC(=O)c1ccccc1SCc1ccccc1	2	-8	1	1	-5	-0.9	i	-1	3	-0.4
Cc1cccc(C)c1NS(=O)(=O)c1ccc2c(c1)NC(=O)CO2	-2	-3	1	-3	-1	-0.5	i	1	-11	-0.2
CCCCCC(=O)N1C[C@H](n2cc(-c3ccc(F)cc3)nn2)[C@@H](O)C[C@@H]1c1ccc(Cl)cc1	-4	.	1	1	10	-0.9	i	0	-13	3.7
